# Screens as filed in PubChem BioAssay.
# NCI-60 one-dose screen, 48 h, at 10 µM unless noted. Numbers give growth in % (100 = growth as untreated, 0 = no growth, -100 = all killed).
# 786-0 – 786-0 renal cancer cells; AID 1794775; 81,000 compounds, 5.1% hits
# CAKI-1 – CAKI-1 renal cancer; AID 1794772; 75,000 compounds, 4.7% hits
# A498 – A498 renal cancer cells; 76,000 compounds, 5.4% hits; AID 1794774
# SN12C – SN12C renal cancer cells | 81,000 compounds, 3.8% hits | AID 1794767
# RXF 393 – RXF 393 renal cancer cells; 77,000 compounds, 6.9% hits
# UO-31 – UO-31 renal cancer; AID 1794768; 81,000 compounds, 5.2% hits
# ACHN – ACHN renal cancer; 81,000 compounds, 4.9% hits; AID 1794771
# TK-10 – TK-10 renal cancer cells; 81,000 compounds, 3.9% hits
# * = called active by the depositor; nt = not tested or not shown; & = joins results of further samples. How the source made its calls: active means growth percent below 10; inactive means the rest. Hits appear at their usual frequency. About 10% of those tested had a hit in this group.
SMILES,786-0,CAKI-1,A498,SN12C,RXF 393,UO-31,ACHN,TK-10
C=C(C)[C@@H]1CC[C@]2(C(=O)N[C@@H](C(=O)OC)c3ccccc3)CC[C@]3(C)[C@H](CC[C@@H]4[C@@]5(C)Cc6c([nH]c7ccccc67)C(C)(C)[C@@H]5CC[C@]43C)[C@@H]12,90,nt,115,98,123,92,101,91
CCOC(=O)c1c2c(cn1Cc1cc(OC)cc(OC)c1)-c1oncc1CC2,90,83,70,101,101,75,97,101
C=C1CC[C@@H]2[C@]3(C)COC(c4cn[nH]c4-c4ccc(F)cc4)O[C@@H]3CC[C@@]2(C)[C@@H]1C/C=C1/C(=O)OCC1O (some centres not stated),-89*,1.5*,146,-51*,-86*,-80*,-80*,-19*
COC(=O)Cc1nc(C#N)c(N(C)C)o1,98,97,125,90,106,82,101,93
c1c[nH]c(CNC2CCCCC2)c1,112,96,91,107,119,90,98,120
CC(C)CSc1nc(N/N=C/c2cc(Cl)ccc2O)c(C#N)c(-c2ccc(F)cc2)n1,95,81,104,nt,114,93,97,115
Cc1cc(=O)[nH]c(=S)[nH]1,110&102,107&87,99&103,101&111,100&132,74&88,103&96,109&111
CC(C)C(=O)Oc1c(Cl)cc(Cl)c(Cl)c1Cl,96,91,89,104,98,88,99,92
Cc1ccc(NC(=O)c2ccc(N3CCN(c4ccccc4)CC3)cc2)cc1NC(=O)c1coc2nc(N)nc(N)c12,89,nt,98,106,116,84,101,91
[2H]c1c([2H])c(C2([2H])C([2H])NC([2H])C([2H])C2[2H])c([2H])c([2H])c1-n1cc2cccc(C(N)=O)c2n1 (configuration not stated),93,nt,89,90,103,75,73,96
COC1CC(OC(=O)c2ccc(C)cc2)C(COC(=O)c2ccc(C)cc2)O1 (configuration not stated),96,84,96,90,99,86,102,105
O=[N+]([O-])c1ccc(-c2ccccc2-c2ccccc2)cc1,83,71,125,80,94,nt,81,96
O=c1oc2c(Cl)cc(Cl)cc2cc1-c1nc2ccccc2[nH]1,105,71,115,96,nt,68,90,148
CC1CCN(Cc2ccc(NC(=O)c3cc4ccc5cccnc5c4[nH]3)cc2)CC1,37,4.4*,-8.7*,33,-3.5*,37,54,51
O=[N+]([O-])c1ccc(OCCCBr)c(Cl)c1,108,97,95,105,nt,90,106,103
CC(NCCNC(C)c1ccccc1)c1ccccc1 (configuration not stated),90,73,106,99,140,79,95,115
O=S(=O)(Nc1ccc(F)cc1)c1ccc(-c2cnc(C3CC3)o2)cc1,39,36,14,35,26,36,32,32
CC1=CC(=C2C=CC(=O)C=C2)C=C(C)N1C,98,nt,87,95,nt,87,106,103
NNC(=O)Cc1ccccc1,92,nt,97,93,126,76,79,111
CC(=O)Nc1ccc(Oc2ncnc3sc(C)c(C)c23)cc1,102,86,95,97,110,67,95,107
O=C(c1ccccc1)c1cc2ccccc2oc1=O,102,99,117,89,90,59,101,130
O=C(Cc1ccccc1)c1ccc(O)c(F)c1,104,105,103,99,118,86,111,101
CCCNS(=O)(=O)c1cc(C(=O)Nc2ccc(NC(=O)c3cc(S(=O)(=O)NCCC)c(O)c(O)c3O)cc2)c(O)c(O)c1O,108,nt,105,102,99,81,112,100
Cc1ccccc1C(=O)c1ccccc1,105,90,87,100,nt,94,99,105

# Laid out differently: 23 of the compounds above.
# Every second line gives: 786-0, CAKI-1, A498, SN12C, RXF 393, UO-31, ACHN, TK-10
- C=C(C)[C@@H]1CC[C@]2(C(=O)N[C@@H](C(=O)OC)c3ccccc3)CC[C@]3(C)[C@H](CC[C@@H]4[C@@]5(C)Cc6c([nH]c7ccccc67)C(C)(C)[C@@H]5CC[C@]43C)[C@@H]12
  90, nt, 115, 98, 123, 92, 101, 91
- CCOC(=O)c1c2c(cn1Cc1cc(OC)cc(OC)c1)-c1oncc1CC2
  90, 83, 70, 101, 101, 75, 97, 101
- C=C1CC[C@@H]2[C@]3(C)COC(c4cn[nH]c4-c4ccc(F)cc4)O[C@@H]3CC[C@@]2(C)[C@@H]1C/C=C1/C(=O)OCC1O (some centres not stated)
  -89*, 1.5*, 146, -51*, -86*, -80*, -80*, -19*
- COC(=O)Cc1nc(C#N)c(N(C)C)o1
  98, 97, 125, 90, 106, 82, 101, 93
- c1c[nH]c(CNC2CCCCC2)c1
  112, 96, 91, 107, 119, 90, 98, 120
- CC(C)CSc1nc(N/N=C/c2cc(Cl)ccc2O)c(C#N)c(-c2ccc(F)cc2)n1
  95, 81, 104, nt, 114, 93, 97, 115
- Cc1cc(=O)[nH]c(=S)[nH]1
  110&102, 107&87, 99&103, 101&111, 100&132, 74&88, 103&96, 109&111
- CC(C)C(=O)Oc1c(Cl)cc(Cl)c(Cl)c1Cl
  96, 91, 89, 104, 98, 88, 99, 92
- Cc1ccc(NC(=O)c2ccc(N3CCN(c4ccccc4)CC3)cc2)cc1NC(=O)c1coc2nc(N)nc(N)c12
  89, nt, 98, 106, 116, 84, 101, 91
- [2H]c1c([2H])c(C2([2H])C([2H])NC([2H])C([2H])C2[2H])c([2H])c([2H])c1-n1cc2cccc(C(N)=O)c2n1 (configuration not stated)
  93, nt, 89, 90, 103, 75, 73, 96
- COC1CC(OC(=O)c2ccc(C)cc2)C(COC(=O)c2ccc(C)cc2)O1 (configuration not stated)
  96, 84, 96, 90, 99, 86, 102, 105
- O=[N+]([O-])c1ccc(-c2ccccc2-c2ccccc2)cc1
  83, 71, 125, 80, 94, nt, 81, 96
- O=c1oc2c(Cl)cc(Cl)cc2cc1-c1nc2ccccc2[nH]1
  105, 71, 115, 96, nt, 68, 90, 148
- CC1CCN(Cc2ccc(NC(=O)c3cc4ccc5cccnc5c4[nH]3)cc2)CC1
  37, 4.4*, -8.7*, 33, -3.5*, 37, 54, 51
- O=[N+]([O-])c1ccc(OCCCBr)c(Cl)c1
  108, 97, 95, 105, nt, 90, 106, 103
- CC(NCCNC(C)c1ccccc1)c1ccccc1 (configuration not stated)
  90, 73, 106, 99, 140, 79, 95, 115
- O=S(=O)(Nc1ccc(F)cc1)c1ccc(-c2cnc(C3CC3)o2)cc1
  39, 36, 14, 35, 26, 36, 32, 32
- CC1=CC(=C2C=CC(=O)C=C2)C=C(C)N1C
  98, nt, 87, 95, nt, 87, 106, 103
- NNC(=O)Cc1ccccc1
  92, nt, 97, 93, 126, 76, 79, 111
- CC(=O)Nc1ccc(Oc2ncnc3sc(C)c(C)c23)cc1
  102, 86, 95, 97, 110, 67, 95, 107
- O=C(c1ccccc1)c1cc2ccccc2oc1=O
  102, 99, 117, 89, 90, 59, 101, 130
- O=C(Cc1ccccc1)c1ccc(O)c(F)c1
  104, 105, 103, 99, 118, 86, 111, 101
- CCCNS(=O)(=O)c1cc(C(=O)Nc2ccc(NC(=O)c3cc(S(=O)(=O)NCCC)c(O)c(O)c3O)cc2)c(O)c(O)c1O
  108, nt, 105, 102, 99, 81, 112, 100

# Other results follow:
SMILES,786-0,CAKI-1,A498,SN12C,RXF 393,UO-31,ACHN,TK-10
CCCCCc1ccc(S(=O)(=O)Nc2cccc(-c3csc(NC(=O)CCCCCN4CCN(CCO)CC4)n3)c2)cc1,68,95,77,85,nt,88,99,127
COc1ccc(-c2nc3ccc(-c4nnc(SCc5ccccc5)o4)cc3[nH]2)cc1,-62*,-77*,-36*,-66*,-75*,-44*,-85*,-35*
CC(=O)Nc1ccc(/C=N/N=C2c3ccccc3-c3ccccc32)cc1,109,86,94,89,91,62,73,103
CNc1ccc2[nH]c3ccccc3c2c1,113,96,97,96,107,85,92,140
O=C(Cc1ccccc1)c1ccc(O)c(Cl)c1,27,42,105,31,42,37,38,47
COc1cnc2c(c1)C(=O)c1c-2n(CCCN2CCN(C)CC2)c(=O)c2cc(Cl)ccc12,21,45,-4.3*,43,47,40,18,49
CCN(CC)C(=O)c1cc[n+](CC)cc1,102,nt,65,100,104,90,nt,99
CN1CCN(c2nc(-c3csc(-c4cccs4)n3)cc3ccccc23)CC1,48,40,11,71,40,60,31,79
COc1cc(-c2nnc(SC)n2-c2ccc(Cl)cc2)c(O)c2ccccc12,89,100,80,96,nt,77,103,99
Cc1nc2ccccc2nc1SCc1nnc(Nc2ccccc2)s1,96,105,66,94,99,78,97,110
Cc1c(C2=CCCCC2)c2ccccn2c1C(=O)c1cccc(S(=O)(=O)N2CCOCC2)c1,51,60,116,100,nt,57,93,71
CC1=N/C(=C\c2ccc(C(C)C)cc2)C(=O)N1CCc1ccc(S(N)(=O)=O)cc1,99,96,120,93,92,85,105,112
NC1=NC(c2ccccc2)C2=C(N1)/C(=C/c1ccccc1)CCC2 (configuration not stated),101,94,75,92,101,71,108,nt
COc1cc(C2CC(c3cc(OC)c(OC)c(OC)c3)=Nc3c(N)nc(N)nc3N2)ccc1Oc1nc(NCCO)nc(N2CCOCC2)n1 (configuration not stated),98,81,105,93,105,84,101,120
CC(=O)C(C(C)=O)C1=C(C#N)C(=N)N2C(=NN1)Sc1c(C)ccc(C)c12,115,103,99,103,120,94,99,144
N#CC1=C(N)Oc2c(c(N)nn2-c2ccccc2)C1c1ccc(Cl)cc1 (configuration not stated),99,87,98,98,94,61,93,152
Nc1[nH]c(=O)[nH]c(=O)c1-c1c(-c2ccc3c(c2)OCO3)[nH]c2[nH]c(=O)[nH]c(=O)c12,107,91,92,100,99,95,108,111
O=C(Nc1ccc(N=C=S)cc1Cl)c1cc(Cl)cc(Cl)c1O,110,96,104,104,127,81,98,117
CC(COc1ccc(Cl)cc1Cl)OC(=O)COc1ccc(Cl)cc1Cl (configuration not stated),103,nt,104,104,172,85,103,96
NC1=C(O)C(=O)C(/C=C/c2ccccc2)O1 (configuration not stated),105,80,134,92,105,nt,97,143
Clc1ccc2sc(SCCCCn3ccnc3)nc2c1,84,72,49,89,76,66,81,66
CCN(CC)CCCC(C)Nc1ccnc2cc(Cl)c(SCc3ccccc3)cc12 (configuration not stated),-93*,-62*,-90*,20,-91*,-84*,-89*,-31*
CC(C)=C1CCC(C)C/C1=N\N=C(N)N (configuration not stated),93,93,89,103,107,81,105,98
OCCN(CCO)Cc1cc(OCc2ccccc2)ccc1O,101,nt,104,107,100,87,nt,86
COc1ccc2nc3ccccc3c(NCc3ccccc3)c2c1,22,26,-14*,22,5.9*,14,13,39
CCCCC1(CC)COC(c2ccc(C(C)C)cc2)OC1 (configuration not stated),105,96,108,106,114,88,105,96
Cc1nc(-c2cc3ccccc3oc2=O)ccc1C(=O)/C=C/c1ccc(Cl)c(Cl)c1,99,96,94,100,119,89,93,117
Cc1cc2c(cc1Cl)C(=O)/C(=C/c1ccc(O)c(O)c1)O2,104,86,145,100,118,70,95,126
C/C(=C(/c1ccccc1)c1ccc(OCCN)cc1)c1cccc(O)c1,104,91,96,95,114,86,100,108
COc1ccc(-c2ccc(C)n2-c2ccc(-c3nc4ccccc4s3)cc2)cc1,100,76,66,87,95,87,91,119
O=C(/C=C/c1ccco1)c1ccc(F)cc1,108,116,109,106,119,104,107,99
Cc1cccc2c1nc(-c1ccc(O)c(O)c1)n2Cc1c(F)cccc1F,89,80,89,92,106,58,95,89
COc1ccc(C2=Nc3c/c(=C\c4c(O)[nH]c5cc(Cl)ccc45)ccc3=N2)cc1,91,76,69,97,38,59,77,114
CC(=O)n1cc([C@H]2CC[C@H](c3cn(C(C)=O)c4ccccc34)c3c2[nH]c2ccccc32)c2ccccc21,93,57,nt,85,96,55,78,93
COc1cc(-c2csc(NC(=O)c3ccccc3CN3C(=O)c4ccccc4C3=O)n2)cc(OC)c1OC,98,104,50,97,97,83,92,98
O=C(Cc1ccccc1[N+](=O)[O-])c1ccc2c(c1)OCO2,94,98,78,96,104,80,103,92
COC1CC(N)C2OC(c3ccccc3)OCC2O1 (configuration not stated),103,97,111,99,115,98,99,101
O=S(O)CO,102,103,102,106,121,74,105,96
COc1ccc(C(=O)NNC(=O)c2cccc3ccccc23)cc1,98,109,97,107,117,103,111,108
CCN(CC)CCOc1ccc(-c2nc3cc(Cl)ccc3s2)cc1,30,12,-0.5*,36,30,-47*,10,8.6*
COc1ccc(/C=C/C(O)CCN2CCC3CCC(C3)C2)cc1 (configuration not stated),105,95,101,106,119,77,97,93
COc1cc(C2CC(=O)Nc3c2c(C)nn3-c2nc3ccccc3[nH]2)cc(OC)c1O (configuration not stated),53,79,23,81,10,8.4*,31,37
COC1=C(Nc2ccccc2)C(=O)C(OC)=C(Nc2ccccc2)C1=O,105,96,74,105,110,78,104,108
O=C(COc1ccccc1)OCCOc1ccccc1,105,95,91,112,113,92,107,112
Cc1ccc(-c2nc3nc(-c4ccc(F)cc4)nc(N4CCNCC4)c3o2)cc1,-93*,1.4*,79,-49*,109,77,-96*,-36*
CCc1ccc(C(=O)/C=C/c2ccc(N(C)C)cc2)cc1,93,92,92,80,127,67,113,104
O=C(c1ccccc1)c1cccc2ccccc12,104,84,79,96,106,55,99,107
CC1=CC(=O)NC2Sc3ccccc3N12 (configuration not stated),95,72,106,92,117,82,94,109
COc1ccc(C2=NN(c3ccc(S(N)(=O)=O)cc3)C(c3cn(-c4ccccc4)nc3-c3ccc(C)cc3)C2)cc1 (configuration not stated),110,90,86,103,107,76,105,101
Cc1cc(=O)oc2cc(OCCCOc3ccc(/C=C/C(=O)Nc4ccc([N+](=O)[O-])cc4)cc3)ccc12,106,98,92,100,120,90,97,124
Cc1ccccc1/C=C1N=C(/C=C/c2ccccc2)OC/1=O,100,96,91,101,105,85,92,111

# Shown with each value named: 2 of the compounds above
> Cc1ccc(-c2nc3nc(-c4ccc(F)cc4)nc(N4CCNCC4)c3o2)cc1
- 786-0: -93*
- CAKI-1: 1.4*
- A498: 79
- SN12C: -49*
- RXF 393: 109
- UO-31: 77
- ACHN: -96*
- TK-10: -36*

> Cc1ccccc1/C=C1N=C(/C=C/c2ccccc2)OC/1=O
- 786-0: 100
- CAKI-1: 96
- A498: 91
- SN12C: 101
- RXF 393: 105
- UO-31: 85
- ACHN: 92
- TK-10: 111
